Neddylation inh: cullin neddylation inhibition | actives 0.58% (n = 360,000) | AID 651699 | calls only at 25 µM | TR-FRET cullin neddylation, biochemical | P61081+Q13564; in the data active = inhibition above about 36%
Scp-1 inhibitor: blocks human Scp-1 phosphatase activity. actives 0.88% (n = 340,000). Recombinant Scp1, phosphopeptide, malachite green phosphate absorbance. Q9GZU7. inhibition, % at 20 µM;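 active = inhibition above about 50% at 20 µM, limit read from the data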;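 also: plate controls were DMSO wells with enzyme for no effect and wells lacking enzyme for full effect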
Target sequence (Q9GZU7 76-261 limits assumed): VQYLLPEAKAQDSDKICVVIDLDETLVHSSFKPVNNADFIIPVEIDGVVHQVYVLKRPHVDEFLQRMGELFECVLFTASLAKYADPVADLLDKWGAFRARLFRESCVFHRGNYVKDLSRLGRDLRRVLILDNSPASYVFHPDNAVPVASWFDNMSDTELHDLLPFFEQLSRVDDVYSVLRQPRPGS
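assay system = SCP-1 phosphatase catalytic domain, residues 76-261 | buffer or medium = 50 mM Tris acetate pH 5.5, 0.005% Tween-20, 10 mM MgCl2 | incubation = enzyme reaction 45 min at room temperature, colour 5 min, stabilisation 30 min | signal = Phosphate-binding colour reagent, absorbance read at 630 nm | measure = % inhibition at 20 µM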
STEP block: inhibitors of human striatal-enriched phosphatase STEP; recombinant STEP, OMFP fluorogenic substrate, fluorescence; inhibition, % at 20 µM; actives 0.25% (n = 360,000);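 active = inhibition at 20 µM, scaled per plate between control wells, above about 37%, limit read from the data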;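 also: 0% = DMSO with enzyme and substrate and 100% = substrate only without enzyme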
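System: STEP phosphatase, cell-free reaction; Buffer or medium: Bis-Tris pH 6.0 buffer with DTT, detergent; Incubation: 20 min at room temperature, dark; Measured by: fluorescence, 480/540 nm.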
CSN inh: inhibitors of human CSN-mediated cullin deneddylation; AID 651999; Purified CSN, SCF-Nedd8-OG deneddylation, fluorescence polarization; inhibition, % at 12.5 µM; Q92905; actives 0.38% (n = 360,000);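 active = pattern-corrected inhibition above about 35%, with an unprinted fluorescence ratio check between 0.5 and 1.5, limit read from the data, passing the limit was not always enough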;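 also: 0% = enzyme with substrate and 100% = substrate without enzyme; some results filed as inactive read as strong as hits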
Target sequence (Q92905 whole entry, looked up, one chain of several): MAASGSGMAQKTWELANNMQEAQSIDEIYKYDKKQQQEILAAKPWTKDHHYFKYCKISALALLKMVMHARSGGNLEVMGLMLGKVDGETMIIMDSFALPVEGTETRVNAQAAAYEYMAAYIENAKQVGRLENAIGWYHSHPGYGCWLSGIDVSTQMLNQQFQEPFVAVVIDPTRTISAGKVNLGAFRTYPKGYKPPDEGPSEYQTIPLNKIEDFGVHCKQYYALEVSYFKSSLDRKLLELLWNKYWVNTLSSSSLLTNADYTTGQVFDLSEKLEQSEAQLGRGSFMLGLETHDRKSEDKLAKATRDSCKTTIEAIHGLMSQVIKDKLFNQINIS
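Material: purified human Csn5 enzyme expressed in HEK293T cells / Medium: Tris buffer pH 7.5, NaCl, DTT, Tween-20, trehalose, ovalbumin / Compound dosing: 12.5 µM single point / Schedule: 90 min incubation of compound, enzyme and substrate at room temperature / Signal: fluorescence polarization of the substrate / Control set: no-enzyme wells high, enzyme-with-substrate wells low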
LMPTP inh: blocks human LMPTP phosphatase; P24666; recombinant LMPTP-A, OMFP fluorogenic substrate, fluorescence intensity; inhibition, % at 20 µM; actives 0.22% (n = 360,000); AID 651560;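 active = compounds that cut the enzyme signal by at least half of the control window in the single-dose screen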;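 also: plate controls were DMSO wells with enzyme plus substrate for no effect and substrate without enzyme for full effect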
Target sequence (P24666 whole entry, looked up): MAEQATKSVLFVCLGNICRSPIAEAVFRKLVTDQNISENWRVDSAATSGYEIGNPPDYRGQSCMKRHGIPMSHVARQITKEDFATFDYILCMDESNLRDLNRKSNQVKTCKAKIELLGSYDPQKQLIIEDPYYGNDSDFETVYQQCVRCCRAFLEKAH
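Test system: LMPTP-A phosphatase enzyme. Amount: LMPTP-A at 0.625 nM final in the reaction. Reagent: OMFP substrate, 400 µM final. Times: 50 min at room temperature. Signal: endpoint fluorescence intensity from OMFP dephosphorylation. Read-out basis: % inhibition. Benchmarks: no-enzyme and uninhibited controls.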
DNMT1 block: blocks human DNA methyltransferase DNMT1 | P26358 | DNMT1 molecular beacon, Hinp1I cleavage, fluorescence | inhibition (reported as % activation of signal), % at 10 µM | actives 0.83% (n = 360,000); in the data active = inhibition above about 50%
NadD block: inhibitors of Staphylococcus aureus NadD | purified NadD enzyme, colorimetric absorbance read-out | inhibition, % at 20 µM | actives 0.78% (n = 360,000); in the data active = inhibition above about 26%; also: some compounds past the cut are filed as inactive
SUMO1 PPI mod: modulators of human SUMO1-mediated protein-protein interactions; actives 0.33% (n = 360,000); inhibition, % at 20 µM; SUMO1 binding to a labelled peptide, TR-FRET, 1 h; in the data active = inhibition above about 37%
Target sequence (P63165 whole entry, looked up): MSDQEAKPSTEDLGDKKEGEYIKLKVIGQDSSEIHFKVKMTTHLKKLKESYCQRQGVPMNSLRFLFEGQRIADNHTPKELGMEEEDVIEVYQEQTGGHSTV
Rin1 Abl inh: blocks binding of human Rin1 to Abl | P00519+Q13671 | TR-FRET Rin1/Abl binding, biochemical | inhibition, % at 7.35 µM | actives 0.4% (n = 360,000) | AID 588664; in the data active = inhibition above about 5%, passing the limit was not always enough
Rpn11 inh: blocks the human proteasome subunit Rpn11. calls only at 20 µM. actives 0.59% (n = 360,000). AID 588493. human 26S proteasome, Ub4-pepOG fluorescence polarization; 20S core pre-blocked with epoxomicin;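 active = inhibition at 20 µM, scaled to each plate's controls, above about 33%, limit read from the data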
Numbers without * were called inactive; i = inactive; / = no result given; + = active, no number; & = joins results of further samples; ! = not active in a repeat.

cpd	smiles	Neddylation inh	Scp-1 inhibitor	STEP block	CSN inh	LMPTP inh
1	COc1ccc(C(=O)N/N=C2\SCC(=O)N2Cc2ccc3c(c2)OCO3)c(OC)c1	i	10.4	1.0	-2.2	0.2
2	CN1CCN(c2nc(N3CCN(c4ccccc4)CC3)ncc2F)CC1	i	-9.4	-1.5	1.6	-0.6
3	COC(=O)C1NC(=O)N2C(C(=O)OC)C(C)(C)S[C@H]12 (stereo not given in full)	i	-4.9	-2.5	-1.6	0.6
4	Cn1ccc2c(-c3ccc4c(c3)OCCO4)cc3c(c21)C1CCC3O1 (stereo not given)	/	/	1.0	-2.3	1.0
5	O=C(CSc1nnc(C2CC2)n1Cc1ccccc1)c1ccc(S(=O)(=O)N2CCOCC2)cc1	i	0.5	-0.3	1.0	1.1
6	CCCOc1ccc(-c2nnc(-c3ccco3)o2)cc1	/	-24.9	1.8	-0.1	0.4
7	Cc1ccc(NC(=O)COC(=O)c2cccc(OC(F)F)c2)cc1S(=O)(=O)N1CCCCC1	i	-14.3	0.8	-0.8	5.2
8	COc1ccc2nc(NC(=O)CCNS(=O)(=O)c3ccc4c(c3)oc(=O)n4C)sc2c1	i	-4.4	-0.1	-0.1	-0.1
9	COc1ccccc1NC(=O)CN1CCN(c2ccccc2OC)CC1	i	4.9	1.2	1.6	0.7
10	CC(=O)C1=C(C)NC(=O)NC1c1cccs1 (stereo not given)	i	-0.1	-4.2	1.2	-0.4

cpd	DNMT1 block	NadD block	SUMO1 PPI mod	Rin1 Abl inh	Rpn11 inh
1	-4.1	8.3	-2.7	3.1	i
2	-1.4	-5.2	-1.9	-0.3	i
3	8.5	-1.5	-7.9	4.7	i
4	0.2	-5.8	2.3	1.3	i
5	2.6	6.4	-0.5	-0.6	i
6	-5.1	-7.3	-1.3	-1.9	i
7	-5.2	-3.7	0.1	2.9	i
8	3.4	2.4	2.7	1.6	i
9	-2.9	3.4	-2.4	0.6	i
10	4.4	-1.7	3.3	0.2	i

Shown with two lines to a compound: eight of the compounds above
Sequence of screens: Neddylation inh | Scp-1 inhibitor | STEP block | CSN inh | LMPTP inh | DNMT1 block | NadD block | SUMO1 PPI mod | Rin1 Abl inh | Rpn11 inh
1: COc1ccc(C(=O)N/N=C2\SCC(=O)N2Cc2ccc3c(c2)OCO3)c(OC)c1
    i | 10.4 | 1.0 | -2.2 | 0.2 | -4.1 | 8.3 | -2.7 | 3.1 | i
2: CN1CCN(c2nc(N3CCN(c4ccccc4)CC3)ncc2F)CC1
    i | -9.4 | -1.5 | 1.6 | -0.6 | -1.4 | -5.2 | -1.9 | -0.3 | i
3: COC(=O)C1NC(=O)N2C(C(=O)OC)C(C)(C)S[C@H]12 (stereo not given in full)
    i | -4.9 | -2.5 | -1.6 | 0.6 | 8.5 | -1.5 | -7.9 | 4.7 | i
4: Cn1ccc2c(-c3ccc4c(c3)OCCO4)cc3c(c21)C1CCC3O1 (stereo not given)
    / | / | 1.0 | -2.3 | 1.0 | 0.2 | -5.8 | 2.3 | 1.3 | i
5: O=C(CSc1nnc(C2CC2)n1Cc1ccccc1)c1ccc(S(=O)(=O)N2CCOCC2)cc1
    i | 0.5 | -0.3 | 1.0 | 1.1 | 2.6 | 6.4 | -0.5 | -0.6 | i
6: CCCOc1ccc(-c2nnc(-c3ccco3)o2)cc1
    / | -24.9 | 1.8 | -0.1 | 0.4 | -5.1 | -7.3 | -1.3 | -1.9 | i
7: Cc1ccc(NC(=O)COC(=O)c2cccc(OC(F)F)c2)cc1S(=O)(=O)N1CCCCC1
    i | -14.3 | 0.8 | -0.8 | 5.2 | -5.2 | -3.7 | 0.1 | 2.9 | i
8: COc1ccc2nc(NC(=O)CCNS(=O)(=O)c3ccc4c(c3)oc(=O)n4C)sc2c1
    i | -4.4 | -0.1 | -0.1 | -0.1 | 3.4 | 2.4 | 2.7 | 1.6 | i

(next part)
cpd	smiles	Neddylation inh	Scp-1 inhibitor	STEP block	CSN inh	LMPTP inh
11	CC1(C)NC(=O)N(CC(=O)OCC(=O)c2ccc(Br)s2)C1=O	i	-1.0	4.6	2.8	0.1
12	CCSc1nnc2c(n1)[nH]c1c(C)cccc12	i	0.3	0.8	4.6	0.6
13	O=c1cc(CN2CCCCCCC2)c2c(ccc3ccccc32)o1	+	/	9.1	-2.6	4.5
14	C#CCOCCOCCOCCNc1nc(N2CCN(C(=O)[C@H](CC(N)=O)n3cc(C(N)[C@H](C)CC)nn3)CC2)nc(N2CCN(C(=O)[C@H](CC(N)=O)n3cc(C(N)[C@@H](C)CC)nn3)CC2)n1 (stereo not given in full)	i	-8.2	-1.6	2.4	-2.7
15	CC1=C(C(=O)N2CCOCC2)C(c2cccc(C)c2)NC(=S)N1 (stereo not given)	i	-4.9	1.9	3.3	-1.0
16	CCn1nc(C(=O)OCC(=O)NCCN2C(=O)CSC2=O)c2ccccc2c1=O	i	8.1	-1.6	-3.4	0.6
17	O=C1CCC[C@@H]2C=C[C@H](c3ccc(Br)cc3)[C@H]3CCN1[C@@H]32	i	/	/	-1.3	-0.2
18	COC(=O)c1ccc(C2/C(=C(\O)c3cccc(OC)c3)C(=O)C(=O)N2CCCN2CCOCC2)cc1 (stereo not given)	i	-4.6	1.5	-6.5	-1.6
19	O=C(COc1cccc(Cl)c1)Nc1nc(-c2ccc(S(=O)(=O)N3CCOCC3)cc2)cs1	i	-19.6	2.5	-0.8	2.5
20	O=C(Oc1ccc2ccccc2c1Cl)N1CCCC1	i	-0.3	2.8	-1.9	1.3

cpd	DNMT1 block	NadD block	SUMO1 PPI mod	Rin1 Abl inh	Rpn11 inh
11	2.0	-0.3	-5.5	-36.6	i
12	4.0	7.4	-27.8	-1.3	i
13	-0.3	2.1	-1.3	-0.4	i
14	26.4	-2.2	-1.1	-0.8	i
15	4.4	-4.5	1.0	1.8	i
16	2.9	-1.3	-5.3	1.2	i
17	/	1.6	4.3	/	/
18	-3.8	-2.0	3.7	1.5	i
19	-3.4	31.6*	1.3	0.5	i
20	0.7	0.7	-6.5	1.0	i

The list continues.
cpd	smiles	Neddylation inh	Scp-1 inhibitor	STEP block	CSN inh	LMPTP inh
21	COc1ccc(OCCCC(=O)OCC(=O)Nc2ncc(Cl)cc2Cl)cc1	i	27.7	2.6	-6.2	2.3
22	CCCCn1c(-c2cccc(C)c2)nc2cc3[nH]c(=O)c(C(C)C)nc3cc21	/	1.9	1.5	3.8	3.3
23	Cc1ccc(C(=O)Nc2cccc(C(F)(F)F)c2)cc1NC(=O)c1cnnc2ccccc12	i	0.6	4.8&5.1	4.7&6.4	2.4&0.8
24	COc1ccc(Cn2c(C3CC3)nc3ccc(NC(=O)c4ccco4)cc3c2=O)cc1	i	0.8	-1.1	4.3	1.0
25	Cc1ccc(C2(c3ccccc3)NC(=O)N(CC(=O)NCc3ccco3)C2=O)cc1C (stereo not given)	i	-5.5	3.3	0.1	0.4
26	COc1cccc(-c2cn3nc4c(nc3n2)CCCC4)c1	i	2.6	2.1	4.1	1.8
27	Fc1ccc(-c2nc3ccccc3[nH]2)cc1	i	3.8	-1.5	6.5	-0.3
28	N#Cc1cccc(NC(=O)c2ccccc2C(=O)O)c1	i	-2.0	-2.3	-1.0	-1.7
29	NCC(c1ccccc1Cl)c1c[nH]c2ccccc12 (stereo not given)	i	0.3	-1.0	1.8	5.7
30	CCC(c1nnnn1-c1ccc2c(c1)OCCO2)N1CCN(c2ccc(C(F)(F)F)cn2)CC1 (stereo not given)	i	/	/	-1.6	3.4

cpd	DNMT1 block	NadD block	SUMO1 PPI mod	Rin1 Abl inh	Rpn11 inh
21	8.2	-2.6	12.0	6.1	i
22	-19.8	4.4	4.9	1.9	i
23	55.4*!	2.4&2.3	2.8&1.5	2.0&-0.9	i
24	-4.9	8.3	9.7	1.1	i
25	1.5	3.1	-2.4	4.2	i
26	-15.6	14.8	8.9	4.6	i
27	0.3	-1.5	0.5	4.0	i
28	-1.4	-3.1	-2.4	2.0	i
29	-15.8	13.2	3.1	3.0	i
30	/	9.2	0.3	/	/

(next part)
cpd	smiles	Neddylation inh	Scp-1 inhibitor	STEP block	CSN inh	LMPTP inh
31	CCC(=O)/C=C1/Sc2ccc(OC)cc2N1CC	i	-6.3	3.2	-5.6	-0.8
32	CCOc1ccc(NC(=O)COC(=O)Cc2ccc(S(=O)(=O)N3CCOCC3)s2)cc1	i	12.8	-2.2	8.1	1.5
33	CC(C)(C)c1ccc(OCCC(=O)OCC(=O)NC2CCCCC2)cc1	i	-5.7	2.1	2.3	1.0
34	O=C1CCC(=O)N1N1C(=O)C2C3c4ccccc4C(c4ccccc43)C2C1=O (stereo not given)	i	1.4	2.0	-1.2	-0.6
35	COc1ccc(Nc2ccc(N3C(=O)CCCC3=O)cc2[N+](=O)[O-])cc1OC	i	-4.6	-1.4	-6.3	0.7
36	CCN(CC)CCCNC(=O)c1nn2c(C(F)(F)F)cc(-c3ccccc3)nc2c1Cl	i	-3.7	5.9	0.0	-0.5
37	COc1ccc(CCNC(=O)COC(=O)Cc2cc(OC)c(OC)c(OC)c2)cc1	i	0.2	-0.9	2.6	0.3
38	O=c1oc2ccccc2c(O)c1C=NCc1ccccn1	i	12.9	4.8	-1.3	-5.1
39	O=C(OCc1ccccc1)c1ccc(Br)o1	i	4.6	2.7	3.4	-2.2
40	O=C(CN1C(=O)c2cccnc2Oc2ccc(Cl)cc21)N1CCOCC1	i	-1.4	-2.9	-2.9	0.0

cpd	DNMT1 block	NadD block	SUMO1 PPI mod	Rin1 Abl inh	Rpn11 inh
31	0.6	-4.6	0.8	-4.3	i
32	-10.8	10.8	-3.6	4.4	i
33	3.2	-3.2	7.4	2.7	i
34	3.7	0.0	-7.9	3.0	i
35	-6.6	2.4	-34.1	-8.1	i
36	-0.6	-3.8	-32.4	-2.1	i
37	9.4	-3.7	-1.8	-1.3	i
38	-0.4	4.5	-1.0	-1.4	i
39	-1.3	-3.6	9.5	1.6	i
40	0.6	-3.5	-0.5	1.4	i

(further entries)
cpd	smiles	Neddylation inh	Scp-1 inhibitor	STEP block	CSN inh	LMPTP inh
41	O=C(Oc1ccccc1/C=C\C(=O)c1cc2ccccc2o1)c1ccccc1	i	-16.9	0.5	13.2	2.5
42	COc1cccc(C2C(C(=O)c3sc(C)nc3C)=C(O)C(=O)N2CCN2CCOCC2)c1OC (stereo not given)	i	0.3	5.3	-1.6	-1.4
43	NC(N)=NC1=NC(=O)C(Cc2ccccc2Cl)S1 (stereo not given)	i	-3.8	-0.3	-2.2	-1.0
44	COc1ccc(NC(=O)CSc2nnc(NC(=O)c3ccccc3C(=O)O)s2)cc1	i	-3.1	1.1	-21.4	0.2

cpd	DNMT1 block	NadD block	SUMO1 PPI mod	Rin1 Abl inh	Rpn11 inh
41	4.9	-6.0	-0.8	2.0	i
42	-2.9	2.4	-5.4	0.2	i
43	-0.3	-1.9	5.4	-2.8	i
44	2.6	4.3	17.6	3.0	i
